SKKanGAS inh: inhibitors of SKKanGAS S. pyogenes growth in kanamycin (SK-promoter or general growth effect). inhibition, % at 7.5 µM. 300,000 compounds, 1.3% hits. BacTiter-Glo, 6 h. AID 1662;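 active = mean replicate score, as percent of positive control median, at least 50; inconclusive = mean below 50 but one replicate at or above 50; inactive = mean and every replicate below 50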;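 also: strain carries kanamycin resistance gene driven by streptokinase promoter and grows in 40 µg/ml kanamycin; loss of luminescence reflects streptokinase promoter inhibition or plain growth inhibition; 0% = median of DMSO wells and 100% = positive control at its reference dose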
RGS4 inh: inhibitors of human RGS4; AID 463165; HEK293 M3R/RGS4 inducible, Fluo-4 calcium flux; stronger effect = higher value; triggered by carbachol at its EC20; 310,000 compounds, 0.45% hits; B-score at 10 µM; P49798;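 active = B-score, a plate-corrected calcium signal, over three deviations above library mean, with baseline fluorescence within five deviations of library mean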;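 also: RGS4 expression induced by doxycycline in cells with stable M3 receptor; B-score is computed from the integrated fluorescence ratio over baseline after carbachol; higher B-score means a larger calcium signal and so more RGS4 inhibition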
RGS4 pot: RGS4 potentiation or activation; HEK293 M3R/inducible RGS4, carbachol calcium flux Fluo4; stronger effect = lower value; B-score at 10 µM; 310,000 compounds, 0.92% hits;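 active = B-score of the integrated calcium signal more than 4 SD below the library mean, with starting fluorescence not abnormally high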;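 also: negative B-score means reduced calcium response which marks RGS4 activation or potentiation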
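test system = HEK293 cells with stable M3R and inducible RGS4 | schedule = recording 10 s baseline at 1 Hz, 100 s post-agonist | technique = Fluo4-AM (2 µM) calcium-flux fluorescence, kinetic read | measure = Agonist-evoked peak-minus-minimum fluorescence over baseline, integrated ratio, B score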
MrgX1 antagonist: antagonists of human MrgX1 receptor. Q96LB2. MRGX1-HEK293 calcium flux, Fluo-4, BAM8-22 antagonism; stronger effect = lower value. B-score at 10 µM. 310,000 compounds, 1.3% hits. AID 588676;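 active = calcium-response B-score plate-corrected more than 3 library SD below zero, starting fluorescence within 5 deviations, no agonist response on first addition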;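 also: peak minus trough fluorescence over baseline after final BAM8-22 challenge near maximal dose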
MrgX1 PAM: allosterically activates human MrgX1 receptor signaling. Q96LB2. MrgX1-HEK293, Fluo-4 calcium flux, FDSS; stronger effect = higher value. B-score at 10 µM. 310,000 compounds, 0.63% hits. AID 588675;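 active = plate-corrected calcium response at least 3 library SD above typical, normal starting fluorescence, not activating the receptor alone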;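 also: compound read alongside a low EC10 to EC30 dose of BAM8-22 agonist; peak minus trough fluorescence over baseline measured at the second addition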
TMEM16A act: activates or potentiates the mouse TMEM16A chloride channel | Q8BHY3 | 340,000 compounds, 0.3% hits | B-score at 10 µM | HEK293 TMEM16A/YFP-H148Q/I152L, iodide quench fluorescence; stronger effect = lower value;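 active = fluorescence-ratio B-score plate-corrected deviation score at least 3 library SD below zero, with starting fluorescence score within 5 deviations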;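 also: channel opened by trigger with iodide after compound preincubation; score built on the fluorescence ratio of max minus min over baseline; more negative score means more quench and so TMEM16A activation or potentiation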
Target sequence (Q8BHY3 whole entry, looked up): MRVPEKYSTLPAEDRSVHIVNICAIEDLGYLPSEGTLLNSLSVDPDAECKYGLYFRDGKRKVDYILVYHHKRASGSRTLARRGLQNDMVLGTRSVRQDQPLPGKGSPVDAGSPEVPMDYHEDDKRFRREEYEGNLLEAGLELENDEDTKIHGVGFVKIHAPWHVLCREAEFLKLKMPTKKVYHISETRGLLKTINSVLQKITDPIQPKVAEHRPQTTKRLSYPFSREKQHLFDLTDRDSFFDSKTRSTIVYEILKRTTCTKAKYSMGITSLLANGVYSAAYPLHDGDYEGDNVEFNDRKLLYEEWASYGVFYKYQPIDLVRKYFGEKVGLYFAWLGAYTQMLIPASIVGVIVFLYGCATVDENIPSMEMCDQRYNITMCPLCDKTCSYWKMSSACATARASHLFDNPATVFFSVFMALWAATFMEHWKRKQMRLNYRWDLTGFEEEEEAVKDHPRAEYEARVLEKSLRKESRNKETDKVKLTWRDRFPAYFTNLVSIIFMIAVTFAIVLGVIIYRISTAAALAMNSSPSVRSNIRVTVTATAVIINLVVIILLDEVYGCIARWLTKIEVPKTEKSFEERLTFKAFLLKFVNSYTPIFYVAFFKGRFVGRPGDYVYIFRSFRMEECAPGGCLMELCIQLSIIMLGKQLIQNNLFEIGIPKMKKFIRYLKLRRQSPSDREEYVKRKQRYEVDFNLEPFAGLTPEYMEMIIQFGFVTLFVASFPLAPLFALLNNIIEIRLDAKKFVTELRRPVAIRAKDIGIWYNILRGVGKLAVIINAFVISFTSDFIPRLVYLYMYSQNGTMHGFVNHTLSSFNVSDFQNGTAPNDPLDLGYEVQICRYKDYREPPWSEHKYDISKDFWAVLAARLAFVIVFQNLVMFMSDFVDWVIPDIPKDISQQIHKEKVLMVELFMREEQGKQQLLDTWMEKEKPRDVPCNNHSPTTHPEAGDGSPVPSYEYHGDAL
TRPC6 activator: activates the mouse TRPC6 cation channel. Q61143. HEK293-TRPC6 membrane potential dye fluorescence; stronger effect = higher value. B-score at 10 µM. 310,000 compounds, 0.13% hits;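 active = B-score of the integrated fluorescence ratio above library mean plus 3 SD, and starting fluorescence ratio within library mean plus 5 SD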;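 also: higher score means more depolarization so channel activation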
MrgX1 ag: activates human MrgX1 receptor signaling; Q96LB2; MrgX1-HEK293 cells, Fluo-4 calcium fluorescence, agonist mode; stronger effect = higher value; B-score at 10 µM; 310,000 compounds, 0.44% hits; AID 588627;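 active = calcium response B-score plate-corrected fluorescence ratio at least 3 library SD, with starting fluorescence B-score inside 5 SD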
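Assay system: stable human MrgX1 HEK293 cell line. Quantity: 15,000 cells per well. Schedule: cells plated overnight, dye loaded 0.5 h 37 °C, 0.5 h room temperature. Detection: Fluo-4 NW calcium-flux fluorescence, kinetic read. Read-out basis: peak-minus-minimum fluorescence over baseline, converted to B scores. Control set: positive and negative control wells on each plate.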
TRPC6 inhibitor: inhibitors of mouse TRPC6 channel. HEK293-TRPC6, membrane potential dye, ACh-evoked depolarization; stronger effect = lower value. Q61143. B-score at 10 µM. AID 2553. 310,000 compounds, 1.1% hits;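 active = B-score under library mean minus 3 SD, initial fluorescence not abnormally high, positive integrated signal ratio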;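 also: B-score derived from integrated fluorescence ratio over the kinetic read; more negative B-score means stronger inhibition of depolarization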
HDAC3 inh: inhibitors of human histone deacetylase 3; O15379; recombinant HDAC3, fluorogenic peptide/trypsin coupled, fluorescence; 320,000 compounds, 0.15% hits; inhibition, % at 8.3 µM; in the data active = inhibition above about 26%, passing the limit was not always enough; inconclusive = no clear call, values can overlap the other calls
TMEM16A inh: inhibitors of mouse TMEM16A calcium-activated chloride channel. Q8BHY3. HEK293 TMEM16A/YFP iodide influx fluorescence, ionomycin. normalized B-score (activity score, 25-100; higher = stronger inhibition) at 10 µM. 310,000 compounds, 1.2% hits. AID 588511;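 active = ratio plate-corrected score three or more library SD toward inhibition, starting fluorescence score within five deviations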;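 also: score derived from kinetic fluorescence span divided by baseline fluorescence per well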
Starred values were filed as active, the others as inactive; i = inactive; ? = inconclusive; nt = not tested or not shown.

SMILES	SKKanGAS inh	RGS4 inh	RGS4 pot	MrgX1 antagonist	MrgX1 PAM	TMEM16A act	TRPC6 activator	MrgX1 ag	TRPC6 inhibitor	HDAC3 inh	TMEM16A inh
CC(=O)N[C@@H](CC(=O)N[C@H](CCC(=O)O)C(=O)O)C(=O)O	nt	nt	nt	i	i	i	nt	i	nt	4	i
Cc1ccccc1C(=O)N1CCC(n2nccc2NC(=O)C2CC2)CC1	2	i	i	i	i	i	i	i	i	4	i
O=[N+]([O-])c1cc(Oc2cccnc2)cc([N+](=O)[O-])c1	-8	i	i	i	i	i	i	i	i	-1	i
Cc1ccc(C(=O)N/N=C/c2cc(Br)ccc2O)cn1	69*	i	i	i	i	i	i	i	i	-7	i
CN(C1CC(C)(C)N(O)C(C)(C)C1)S(=O)(=O)CC12CCC(CC1=O)C2(C)C (stereo unspecified)	nt	i	i	i	i	i	i	i	i	-1	i
c1ccc(CN2CCN(CCN3CCn4c3nc3ccccc34)CC2)cc1	1	i	i	i	i	i	i	i	i	2	i
CCOc1ccc(S(=O)(=O)N(CC)CC(=O)NCc2cccnc2)cc1	8	i	i	i	i	i	i	i	i	-1	i
CCOc1ccc(-c2[nH]ncc2-c2csc(C)n2)c(O)c1	-2	i	i	i	i	i	i	i	i	1	i
O=C(c1ccc(OC2CCN(Cc3ccc(C(F)(F)F)cc3)CC2)cc1)N1CCCCC1	1	i	i	i	i	i	i	i	-6.3*	-1	i
Cc1ccc(S(=O)(=O)N(C)C)cc1NC(=O)CN1C(=O)NC2(CCCc3ccccc32)C1=O (stereo unspecified)	-3	i	i	i	i	i	i	i	i	-3	i
CCc1ccc(NC(=O)CSc2nc3ccccc3c(=O)n2CCCN2CCC(C)CC2)cc1	3	i	i	i	i	i	i	i	i	-1	i
CCO[C@@H]1OC(C(=O)NCc2ccccc2)=C[C@H](c2ccc(C(F)(F)F)cc2)[C@H]1CCCO	16	i	i	i	i	i	i	i	i	?	i
Cc1oc(-c2ccccc2F)nc1CSCC(=O)NC1CCCC1	-3	i	i	i	i	i	i	i	i	7	i
O=C(Oc1cccnc1)c1ccco1	-3	i	i	i	i	i	i	i	i	0	i
COc1cc(C(=O)NC(CCSC)C(=O)OCC(=O)C(C)(C)C)cc(OC)c1OC (stereo unspecified)	-1	i	i	i	i	i	i	i	i	-13	i
O=C1CCCc2nc(N3CCc4ccccc43)ncc21	nt	i	i	i	i	i	i	i	i	-2	i
COC(=O)c1ccc(C2/C(=C(\O)c3cccc(OC)c3)C(=O)C(=O)N2CCCN(C)C)cc1 (stereo unspecified)	14	i	i	i	i	i	i	i	i	8	i
O=C(CN1C(=O)CCS(=O)(=O)c2ccccc21)Nc1cccc(F)c1	2	i	i	i	i	i	i	i	i	-15	i
CCOC(=O)c1ccc(NS(=O)(=O)c2ccc3[nH]c(=O)[nH]c3c2)cc1	3	i	i	i	i	i	i	i	i	3	i
CCCNCC(O)Cn1c2ccccc2n2c(=O)cc(C)c(C#N)c12 (stereo unspecified)	-2	i	i	i	i	i	i	i	i	-3	i
O=C(NCC(O)c1ccc2ccccc2c1)c1c(F)cccc1F (stereo unspecified)	5	i	i	i	i	i	i	i	i	1	i
Cc1oc2c(c(C)cc3oc(=O)c(CC(=O)NCCC(=O)O)c(C)c32)c1C	4	i	i	i	i	i	i	i	i	-4	i
Oc1ccc(N=Nc2n[nH]c(-c3ccc(Cl)cc3)n2)cc1	-17	i	i	i	i	i	i	i	i	4	i
CC(=O)Nc1sc2c(c1C#N)CCCCC2	nt	i	i	i	i	i	i	i	i	4	i
O=C(O)c1ccc(N=N/C(=N\Nc2ccc(C(=O)O)cc2)c2ccccc2)cc1	22	i	i	i	i	i	i	i	i	0	i
CCOc1ccc(S(=O)(=O)N2CCOCC2)cc1NC(=O)CSC(=S)N1CCCC1	0	i	i	i	i	i	i	i	i	2	i
O=C(OCCCN=C1NS(=O)(=O)c2ccccc21)c1cccs1	-5	i	i	i	i	i	i	i	i	-5	i
Cc1cc(OCCCC(=O)NCCN2C(=O)S/C(=C\c3cccnc3)C2=O)ccc1Cl	-13	i	i	i	i	i	i	i	i	-8	i
CCN(CC(=O)Nc1ccc2c(c1)OCCO2)C(=O)c1ccc(C(F)(F)F)cc1	-4	i	i	i	i	i	i	i	i	1	i
CC1CC(C)CN(S(=O)(=O)c2cccc3cccnc23)C1 (stereo unspecified)	1	i	i	i	i	i	i	i	i	-2	i
CCn1c2c(c(=N)c3c1CCC3)CCCC2	0	i	i	i	i	i	i	i	-5.3*	-5	i
COc1ccc(CCNC(=O)COc2ccc(N(C)S(=O)(=O)c3ccc(C)cc3)cc2)cc1OC	-6	i	i	i	i	i	i	i	i	1	i
O=C(OCc1ccc(Cl)cc1Cl)c1ccncc1	4	i	i	i	i	i	i	i	i	nt	i
CC(NC(=O)CCc1nnc(-c2ccc(-c3ccccc3)cc2)o1)c1nc2ccccc2[nH]1 (stereo unspecified)	19	i	i	i	i	i	i	i	i	2	i
O=C(NCCC1=CCCCC1)c1ccc(Cl)c([N+](=O)[O-])c1	-3	i	i	i	i	i	i	i	i	-3	i
CCOC(=O)Cn1nc(C)c(NC(=O)COc2ccc(OC)cc2)c1C	-1	i	i	i	i	i	i	i	i	-1	i
COC(=O)[C@@H](NC(=O)c1cc(COc2cncc(Cl)c2)on1)c1ccccc1	-7	i	i	i	i	i	i	i	i	-8	i
Cc1cc2nc(Cl)c(Cl)nc2cc1C	-4	i	i	i	i	i	i	i	i	-5	i
N#C/C(=C\c1ccc(N2CCCCC2)c([N+](=O)[O-])c1)c1nn(-c2ccccc2)c(N)c1C#N	41	i	i	i	i	i	i	i	i	-7	i
CC(=O)Nc1ccc(NC(=O)CS(=O)(=O)c2cn(CC(=O)N3CCCCC3)c3ccccc23)cc1	3	i	i	i	i	i	i	i	i	-4	i
COc1ccccc1N(C)S(=O)(=O)c1ccc(C(=O)O)cc1	-3	i	i	i	i	i	i	i	i	-1	i
COC(=O)COc1ccc(/C=C2/NC(=O)N(CC(=O)OC)C2=O)cc1	-4	i	i	i	i	i	i	i	i	12	i
CCOC(=O)c1ccc(OC(=O)CCCCCN=C(N)N)cc1	2	i	i	i	i	i	i	i	i	93*	i
CN(C)CCNC(NC(=O)c1cccs1)C(Cl)(Cl)Cl (stereo unspecified)	0	i	i	i	i	i	i	i	i	nt	i
C/C=C(\C)CN1CCN(c2cc(C)ccc2C)CC1	-1	i	i	i	i	i	i	i	i	5	i
COc1ccc(C(=O)n2ncc(C#N)c2N)cc1	-1	i	i	nt	nt	i	i	nt	i	nt	nt
Cc1nc(C)n(C(C)CNC(=O)c2cccc(Br)c2)n1 (stereo unspecified)	-2	i	i	i	i	i	i	i	i	1	i
COc1ccccc1C(=O)NNC(=O)CCCN1C(=O)/C(=C/c2cccs2)SC1=S	4	i	i	i	i	i	i	i	i	3	i
Cc1c(C(=O)Nc2cccnc2Cl)oc2ccccc12	0	i	i	i	i	i	i	i	i	-4	i
COC(=O)c1cc(NS(=O)(=O)c2ccc(NC(C)=O)cc2)cc(C(=O)OC)c1	-9	i	i	i	i	i	i	i	i	4	i
CN1CCN(C(=O)Cn2c(=O)oc3cc(S(=O)(=O)NCc4ccccc4)ccc32)CC1	nt	nt	nt	i	i	i	nt	i	nt	-6	i
COc1ccc(C(=O)NC(C)c2csc(C)n2)cc1OC1CCN(C(C)=O)CC1 (stereo unspecified)	3	i	i	i	i	i	i	i	i	3	i
CN(C)c1ccc2c(c1)Sc1cc(N(C)C)ccc1N2C(=O)c1ccccc1	10	i	i	i	i	i	i	i	i	-3	i
CC(=O)c1c(C)[nH]c(C(=O)OCn2nnc3ccccc3c2=O)c1C	13	i	i	i	i	i	i	i	i	2	i
Cc1cc(C)n2nc(CC#N)c(C#N)c2n1	-6	i	i	i	i	i	i	i	i	-14	i
Cc1cc2ccccc2n1CCNC(=O)Cc1cccc2ccccc12	0	i	i	i	i	i	i	i	i	-1	i
O=c1c2[nH]c3ccc(F)cc3c2ncn1CCCN1CCOCC1	-3	i	i	i	i	i	i	i	i	-8	i
CCCOc1c(OC)cccc1C1CC(=O)Nc2cc(OC)c(OC)c(OC)c21 (stereo unspecified)	-3	i	i	i	i	i	i	i	i	-1	i
COc1cc2cc(CN(C(=O)Nc3ccccc3)C3CCCC3)c(=O)[nH]c2cc1OC	-9	i	i	i	i	i	i	i	i	1	i
CCOC(=O)c1sc2nc(C(C)C)c3c(c2c1N)CCC3	-8	i	i	i	i	i	i	i	i	-1	i
Remaining list, next part
SMILES	SKKanGAS inh	RGS4 inh	RGS4 pot	MrgX1 antagonist	MrgX1 PAM	TMEM16A act	TRPC6 activator	MrgX1 ag	TRPC6 inhibitor	HDAC3 inh	TMEM16A inh
COc1cc(C=O)ccc1OC(=O)c1ccc(C(C)C)cc1	2	i	i	i	i	i	i	i	i	3	i
CC1(C)OC(=O)C(=NNc2ccccc2)C(=O)O1	2	i	i	i	i	i	i	i	i	7	i
Cc1ccc(S(=O)(=O)NC(=O)Nc2cccc(C)n2)cc1	-4	i	i	i	i	i	i	i	i	-4	i
CSCCC(N=Cc1c(O)n(-c2ccc(F)cc2)c(=O)[nH]c1=O)C(=O)O (stereo unspecified)	-3	i	i	nt	nt	nt	i	nt	i	nt	nt
COc1cc(-c2c(C#N)c(N)nc(SCc3ccncc3)c2C#N)cc(OC)c1OC	-1	i	i	i	i	i	i	i	i	-1	i
Cc1ccc(NC(=O)CC(C)CC(=O)NCc2ccccc2)cc1Cl (stereo unspecified)	-9	i	i	i	i	i	i	i	i	-3	i
O=C(CN(C(=O)Cn1nnc(-c2ccc(F)cc2)n1)C1CCCC1)NC1CCCC1	-1	i	i	i	i	i	i	i	i	-1	i
COc1ccc2cc(-c3[nH]ncc3CN3CCCN(c4ccccc4)CC3)ccc2c1	-2	5.5*	i	i	i	i	i	i	i	4	i
